Screening results (PubChem)
cardiac RTF act: cardiac RTF calcium sensitization; P19429+P45379; IANBD-labeled TnC RTF fluorescence at EC20 calcium; 0% EC20 calcium, 100% full calcium; activation, % at 7.2 µM; 340,000 compounds, 0.24% hits; AID 493008;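 active = activation above the mean over all tested compounds plus 3 SD, cut at about 30% in these data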;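 also: rise in fluorescence read as greater calcium sensitivity of cardiac thin filaments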
HTR5A ag ctr: activates human HTR5A in OPRM1-OPRD1 agonist counter-screen; P47898; HTR5A agonist assay, luminescence, cell-based; activation, % at 9.3 µM; 340,000 compounds, 0.61% hits; in the data active = activation mostly above about 9.5%, no sharp cut-off; inactive = mostly below about 7.6%;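 also: 0% = cells with vehicle only and 100% = reference agonist; strong numbers were not always called active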
Rtt109 Vps75: inhibitors of Candida albicans Rtt109/Vps75 histone acetyltransferase; purified Rtt109/Vps75, ThioGlo CoA-SH fluorescence, 4 h; AID 540336; Q5AAJ8; inhibition, % at 34.9 µM; 330,000 compounds, 0.16% hits;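 active = inhibition of at least 50% in every replicate; inconclusive = best replicate reaches 50% inhibition but some replicates fall short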
Target sequence (Q5AAJ8 whole entry, looked up): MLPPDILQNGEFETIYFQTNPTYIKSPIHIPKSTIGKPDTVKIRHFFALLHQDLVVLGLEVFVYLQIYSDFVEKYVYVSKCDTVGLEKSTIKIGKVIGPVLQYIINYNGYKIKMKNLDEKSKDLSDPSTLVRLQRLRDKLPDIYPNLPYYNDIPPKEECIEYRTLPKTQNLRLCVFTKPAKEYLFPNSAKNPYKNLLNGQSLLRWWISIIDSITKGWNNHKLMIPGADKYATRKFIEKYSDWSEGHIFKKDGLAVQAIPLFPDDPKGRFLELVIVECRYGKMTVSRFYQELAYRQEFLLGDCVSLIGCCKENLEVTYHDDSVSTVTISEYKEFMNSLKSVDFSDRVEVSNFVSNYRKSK
PvdQ inh: blocks Pseudomonas aeruginosa PvdQ acylase activity; inhibition, % at 10 µM; AID 488965; purified PvdQ acylase, fluorescence plate reader; 340,000 compounds, 0.063% hits; in the data active = inhibition above about 30%, passing the limit was not always enough; inconclusive = no clear call, values can overlap the other calls;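 also: 0% = vehicle neutral wells and 100% = reference inhibitor wells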
SR-BI HDL uptake: blocks mouse SR-BI lipid uptake from DiI-HDL; 320,000 compounds, 0.96% hits; ldlA[mSR-BI] CHO cells, DiI-HDL uptake fluorescence, 3 h; inhibition, % at 12.5 µM; AID 488896;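 active = mean replicate inhibition of at least 70% and a set share of replicates each scoring 70 or more; inconclusive = meets just one of the two criteria; inactive = fails both criteria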;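 also: 0% = median of neutral control wells and 100% = median of positive control wells; values of inactives mirror those of a sister screen read the other way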
Target sequence (Q61009 whole entry, looked up): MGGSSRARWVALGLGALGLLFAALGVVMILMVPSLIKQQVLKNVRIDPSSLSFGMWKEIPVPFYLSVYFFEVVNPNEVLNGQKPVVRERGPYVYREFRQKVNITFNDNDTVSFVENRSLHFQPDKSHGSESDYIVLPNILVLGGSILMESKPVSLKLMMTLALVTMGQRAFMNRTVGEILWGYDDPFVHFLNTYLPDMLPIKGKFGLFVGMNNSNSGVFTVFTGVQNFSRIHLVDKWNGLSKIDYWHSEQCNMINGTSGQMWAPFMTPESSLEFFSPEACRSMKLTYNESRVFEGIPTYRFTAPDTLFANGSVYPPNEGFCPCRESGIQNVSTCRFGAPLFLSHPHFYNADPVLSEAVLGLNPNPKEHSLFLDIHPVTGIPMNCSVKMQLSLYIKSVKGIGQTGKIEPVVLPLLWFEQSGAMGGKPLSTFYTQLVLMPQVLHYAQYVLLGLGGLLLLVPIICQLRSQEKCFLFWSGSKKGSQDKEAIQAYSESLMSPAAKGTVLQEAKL
SR-BI DiI-HDL act: activators of SR-BI mediated HDL lipid uptake. 320,000 compounds, 0.096% hits. activation, % at 12.5 µM. AID 504775. CHO ldlA[mSR-BI] cells, DiI-HDL uptake fluorescence, 3 h; 100 = double the neutral-control signal;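 active = mean replicate activation of at least 60% and every replicate at or above 60%; inconclusive = mean or all-replicate condition met, but not both; inactive = mean below 60% and not all replicates reaching 60%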;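 also: 0% = median plate neutral-control signal and 100% = twice that signal; values of inactives mirror those of a sister screen read the other way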
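Material: SR-BI-overexpressing, LDLR-lacking CHO cells | Dosing: Single compound concentration, delivered by pin transfer | Probe or stimulus: Labelled HDL, 10 µg/mL | Signal: Bottom-read cell fluorescence after medium removal, ex 550/em 595 nm | Schedule: 3 h, 37 °C | Evaluation: HDL uptake via cellular fluorescence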
dFosB act: mouse delta FosB homodimer activation; P13346; purified delta FosB, TAMRA-CDK5 oligo fluorescence polarization; percent of positive-control signal above neutral wells; activation, % at 25 µM; 340,000 compounds, 0.99% hits; AID 493131;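 active = mean activation above about 17%, with every replicate also reaching it, limit read from the data, passing the limit was not always enough; inconclusive = only one of the two conditions met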;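 also: fluorescence polarization rise as delta FosB binds a TAMRA Cdk5 AP-1 oligo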
CDK5 p35 inh: inhibitors of human CDK5/p35 kinase; Q00535+Q15078; Recombinant CDK5/p35, ADP-Glo luminescence, 60 min; inhibition, % at 10 µM; 330,000 compounds, 0.01% hits; AID 488839;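 active = highest replicate inhibition of at least 50% and at least 75% of replicates reaching 50%; inconclusive = only one of the two criteria met; inactive = both criteria failed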;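 also: plate controls were DMSO neutral control for no effect and GW8510 at 10 µM for full effect; many of its hits are not listed in these tables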
MITF act: MITF TRPM1 promoter activation in melanoma cells | SK-MEL-5 TRPM1-promoter luciferase, 24 h; % of positive control, neutral wells = 0 | activation, % at 12.5 µM | 300,000 compounds, 0.75% hits;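 active = mean activation of at least 80% with every replicate also reaching 80%; inconclusive = mean reaches 80% but some replicate falls short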;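 also: 0% = neutral control wells and 100% = parthenolide positive control wells; values of inactives mirror those of a sister screen read the other way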
Wnt bcat act: Wnt/beta-catenin pathway activation; 300,000 compounds, 1.2% hits; Wnt/beta-catenin reporter cell assay, activator, plate reader; activation, % at 9.35 µM; in the data active = activation above about 30%, passing the limit was not always enough; inconclusive = no clear call, values can overlap the other calls;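 also: 0% = neutral control wells and 100% = positive control wells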
Active calls of the source: *; ? = inconclusive; · = no result given; & = joins results of further samples. Random draw from the library; overall some 4.4% were active at least once.

SMILES	cardiac RTF act	HTR5A ag ctr	Rtt109 Vps75	PvdQ inh	SR-BI HDL uptake	SR-BI DiI-HDL act	dFosB act	CDK5 p35 inh	MITF act	Wnt bcat act
Cc1cccc2cc(CNC3CCCC3)c(Cl)nc12	-6	2	-1	-9	9	-9	4	1.3	9	-2
COc1cc(/C=N/NC(=O)C(=O)NCc2ccco2)cc(Cl)c1O	-2	-1	-4	1	·	·	2	1.4	-5	-1
CCc1ccccc1NC(=O)CN1CCC(NC(=O)COC)CC1	5	6	18	-8	-63	?	3	-2.4	1	0
CN(CC(=O)Nc1cccc(F)c1)C(=O)CCCc1nc2ccccc2c(=O)[nH]1	-2	1	-2	-11	4	-4	-8	0.6	8	-2
Nc1cc(N)nc(SCC(=O)N2CCN(S(=O)(=O)c3ccccc3)CC2)n1	1	-2	-3	-7	-21	21	-7	-0.8	1	1
Cc1nccn1-c1ccc(C=O)cc1	2	0	-7	-14	8	-8	4	-1.9	-2	-1
CC(=O)c1ccc(N2CCN(C(=O)Nc3ccc(C(C)C)cc3)CC2)cc1	-7	5	11	-9	38	-38	-1	-0.3	-15	-4
CCc1ccccc1NC(=S)N(CCc1ccncc1)C(C)C	-1	0	-7	-5	·	·	-2	-6.3	-3	-2
COc1ccc(NCC(=O)Nc2ccccc2C#N)cc1Cl	8	2	-2	-10	-19	19	-8	1.0	14	·
CCOC(=O)Cn1c(=O)oc2cc(S(=O)(=O)Nc3cccc(C)c3)ccc21	1	2	-3	6	-7	7	-6	-0.6	·	-2
COc1ccc(C(c2nnnn2CS(=O)(=O)c2ccc(C)cc2)N2CCN(c3ncccn3)CC2)cc1 (stereo not drawn)	2	1	6	0	0	0	-8	-0.5	·	-6
O=C(NCC(c1cccs1)N1CCOCC1)c1cn(-c2ccccc2)nc1-c1ccccc1 (stereo not drawn)	-2	-5	1	1	26	-26	-20	0.1	-2	-1

Reprinted from the part before: 2 compounds, then new ones.
SMILES	cardiac RTF act	HTR5A ag ctr	Rtt109 Vps75	PvdQ inh	SR-BI HDL uptake	SR-BI DiI-HDL act	dFosB act	CDK5 p35 inh	MITF act	Wnt bcat act
COc1ccc(C(c2nnnn2CS(=O)(=O)c2ccc(C)cc2)N2CCN(c3ncccn3)CC2)cc1 (stereo not drawn)	2	1	6	0	0	0	-8	-0.5	·	-6
O=C(NCC(c1cccs1)N1CCOCC1)c1cn(-c2ccccc2)nc1-c1ccccc1 (stereo not drawn)	-2	-5	1	1	26	-26	-20	0.1	-2	-1
CC(=O)c1ccc(N(C)C)cc1	0	0	2	-15	12	·	2	0.4	15	·
NC(=O)CCN(C1CCCCC1)S(=O)(=O)c1cccc2nsnc12	4	3	5	-10	·	·	-3	1.1	-10	0
Cc1cc(C)c(S(=O)(=O)Nc2ccc3[nH]c(=O)[nH]c3c2)c(C)c1	16	3	-1	-17	11	-11	-14	0.1	-4	-5
CCC1(C)Cc2ccccc2-c2nc[nH]c(=O)c21 (stereo not drawn)	-7	4	-15	-12	-5	5	1	-0.9	-17	-6
COCCN(C(=O)COC(=O)CSc1ccc2ccccc2c1)c1c(N)n(Cc2ccccc2)c(=O)[nH]c1=O	-3	2	19	8	-22	22	4	0.0	-4	-1
Cc1cc(C)cc(NC(=O)c2ccc(S(=O)(=O)N(C)CC3CCCO3)cc2)c1 (stereo not drawn)	3	-2	-1	-15	63	-63	-5	-3.8	-4	-1
COC(=O)CNC(=O)COC(=O)c1ccc(OC)c([N+](=O)[O-])c1	-1	0	-3	-10	-23	23	4	-2.5	-5	-2
CC(=O)COc1cc(C)cc2oc(=O)cc(-c3ccccc3)c12	-3	-1	-4	-26	0	0	6	-5.1	-1	0
O=C(Nc1ccccc1N1CCN(C(=O)c2ccc(Cl)cc2)CC1)c1ccc([N+](=O)[O-])o1	2	8	2	-2	1	-1	-6	-1.9	-86	·
C=C(C)COc1ccc(-c2n[nH]c(C)c2-c2ccccc2)c(O)c1	-5	4	4	-2	14	-14	-13	-1.7	-14	·
O=C(Nc1ccc(CN2CCOCC2)cc1)c1ccc2ccccc2c1	-5	1	1	4	27	-27	-15	0.2	74	2
COc1ccc2nc(N3C(=O)C(O)=C(C(=O)c4ccco4)C3c3ccc(C)o3)sc2c1 (stereo not drawn)	-14	8	?	12	5	-5	0	-0.3	7	12
CCOC(=O)c1cnn(C)c1NC(=O)c1ccc(Cl)cc1Cl	-2	4	5	-11	-11	11	0	0.3	-7	·
Cc1cc(C)c(-n2nnnc2SCC(=O)c2cccs2)c(C)c1	2	9	60*	0	0	0	-6	0.3	0	-2
Cc1ccc(C)c(N2CCN(C(=O)CCc3nc(-c4cccc(Cl)c4)no3)CC2)c1	3	1	-1	-12	·	·	-11	0.3	73	0
CC1CCN(S(=O)(=O)c2cc([N+](=O)[O-])ccc2Cl)CC1	-2	-5	·	-2	24	-24	4	0.2	1	0
COc1ccccc1-c1nc(S(=O)(=O)c2ccccc2)c(N2CCCCC2)o1	-2	1	9	-7	-9	9	1	-7.5	1	1
CNCCCOc1cc(C)cc(C)c1C	-3	-1	3	1	-12	12	2	-0.3	-10	-2
Cc1cc(=O)oc2c1c(C(F)(F)F)nn2-c1ccccc1	·	·	0	-8	-1	1	-4	0.7	·	2
CCN(CC)C(=O)CSc1nc(-c2ccco2)cc(C(F)(F)F)c1C#N	-3	3	-13	-4	0	0	-2	0.0	0	-5
CCCn1c(SCC(=O)Nc2ccc(OC)cc2[N+](=O)[O-])n[nH]c1=O	-1	1	-3	-10	6	-6	-2	0.1	5	0
CCC(=O)c1ccc(Oc2ccc(C(=O)c3ccc(C)cc3)cc2[N+](=O)[O-])cc1	3	1	-14	1	19	-19	0	0.5	14	-1
Cc1ccc([N+](=O)[O-])cc1S(=O)(=O)Nc1cccc(S(=O)(=O)NC2=NCCC2)c1	-2	2	0	-23	-8	8	3	-4.5	-3	-2
COc1cccc(CN(C)Cc2cc(=O)oc3c(C)c(C)ccc23)c1	6	-2	-18	-6	-3	3	-19	-0.2	4	0
Cc1cc2oc(C(=O)NCCc3ccc(S(N)(=O)=O)cc3)cc(=O)c2cc1C	-1	-5	3	-17	8	-8	6	1.1	-11	0
CC1C(=O)N2CCCc3cc(NC(=O)C(=O)NCCN4CCOCC4)cc1c32 (stereo not drawn)	-11	-6	0	1	9	-9	0	0.2	1	2
CCN1CCCC(OC(=O)C(c2ccccc2)c2ccccc2)C1 (stereo not drawn)	8	9	6	5	-9	9	-2	-1.7	-3	-3
CCOC(=O)c1cc2sc(C)cc2n1CC(=O)NCc1ccc(F)cc1	8	20*	6	-8	22	-22	2	-5.0	-12	-2
CNC(=O)c1c(NC(=O)CCS(=O)(=O)c2ccccc2)sc2c1CCN(C(=O)OC)C2	-4	5	5	-10	3	-3	-8	-3.9	6	0
COc1ccc(NC(=S)Nc2ncccc2C)c(OC)c1	11	3	4	3	17	-17	-1	6.6	68	14
CCc1ccc(C(=O)N2CCC(c3nc4ccccc4s3)CC2)cc1	-3	-1	5	3	-9	9	-21	·	-1	1
CCOc1ccccc1NC(=O)c1ccc2c(c1)C(=O)N(CC(C)C)C2=O	4	0	4	-6	36	-36	-2	0.1	1	-1
COC(=O)c1ccccc1COn1c(=O)c(C)[n+]([O-])c2ccccc21	-1	-2	·	-17	13	-13	-2	-1.8	6	·
CCN(CC)c1ccc(NC(=O)C2CC3CCC2C3)cc1 (stereo not drawn)	3	-5	3	-7	7	-7	0	-0.4	58	·
c1ccc(CCNc2ccccn2)nc1	-5	-1	4	8	-26	26	-2	2.9	45	7
CCOC(=O)C1C(=O)C=C(c2ccc(C)cc2)CC1c1ccco1 (stereo not drawn)	3	1	0	2	-2	2	-6	-0.6	·	5
COc1ccccc1CNC(=O)CCNC(=O)C1CCN(S(=O)(=O)c2ccccc2)CC1	-2	-1	-12	2	-16	16	1	0.3	0	-1
COc1ccccc1NC(=S)NC(=O)CCc1ccccc1	-6	1	12	-10	3	-3	8	-2.8	-1	2
Cc1ccc(-c2c[n+]3c(n2-c2ccccc2)CCC3)cc1	10	1	5	2	-6	6	-7	0.3	-47	-1
CC1(C)C(=S)N(Cc2ccccc2)c2ccccc21	7	11	-7	-9	10	-10	0	0.3	·	1
CCOCCCNC(=O)Cn1nc(Cc2ccncc2)c2ccccc2c1=O	-3	-3	1	-1	-32	32	-1	-0.4	5	4
CC1CCC2(CC1)NC(=O)N(Cc1cccc(C(F)(F)F)c1)C2=O (stereo not drawn)	0	3	-4	-9	63	-63	-16	-0.5	-6	92*
O=C(Cn1c[n+](CC(=O)c2ccc([N+](=O)[O-])cc2)cn1)c1ccc([N+](=O)[O-])cc1	1&1	8&1	-1&8	-7&-16	·	·	-2&-10	-0.3&2.1	-36&-1	1&5
Cc1cc(C)n(-c2ccc(Cl)c(C(=O)O)n2)n1	-2	-11	14	7	-9	9	-4	-0.3	7	-1
COc1ccc(C(=O)Nc2ccccc2NC(=O)c2ccc(OC)cc2)cc1	5	3	-11	-14	6	-6	-3	0.5	16	2
Cc1cc(C)c(/C([O-])=C(/C(=S)Nc2ccc(SC(F)F)cc2)[n+]2ccccc2)cc1C	3	-2	·	-8	19	-19	-10	-3.3	-14	-1
Cc1ccccc1NC(=O)CSc1nc2[nH]c(=O)cc(O)c2s1	1	0	3	-10	-14	14	5	0.3	12	2
COc1ccc(C)cc1NC(=O)COC(C)=O	-3	-2	-2	9	-9	9	-8	5.7	-10	·
CCOC(=O)c1ccc(NC(=O)N2C3CCCC2CC(NC(C)=O)C3)cc1 (stereo not drawn)	3	4	-10	-9	-20	20	0	-1.8	·	-6
Cc1ccc(NC(=O)c2ccc(Cl)c(S(=O)(=O)NCc3ccco3)c2)c(O)c1	-4	-1	3	-8	90*	-90	-8	-2.2	-8	9
O=C1N=c2ccccc2=C1c1[nH]c(=S)[nH]c1O	-7	-2	0	-3	-6	6	0	0.0	-2	-2
Cc1ccc(NC(=O)C2CCC(CNc3c(N4CCC(C)CC4)c(=O)c3=O)CC2)cc1F (stereo not drawn)	0	9	2	-15	·	·	-2	1.8	4	-3
CCOc1ccc(-c2c(C(=O)N/N=C(\C)c3cccnc3)nnn2-c2nonc2N)cc1	-5	2	7	10	19	-19	-11	1.7	-1	-2
COc1cccc(OC)c1C(=O)NCCSC1CCCCC1	-4	1	11	-10	-2	17	-1	0.1	9	-1
Cc1cc(C)c(S(=O)(=O)N(CC(=O)N2CCOCC2)C2CCCCC2)c(C)c1	-7	5	6	10	-15	15	-5	-0.5	-2	0
COc1cccc2c1-c1c(C(=O)O)cccc1C2=O	3	-2	0	-12	-25	25	-2	1.1	·	0
O=C(Nc1ccc(CN2CCCCC2)cc1)c1ccc(Br)o1	2	0	-8	6	5	-5	3	0.0	44	·
